TrxR1 inh: rat TrxR1 inhibition. Potency, µM (series often up to 114 µM), for the others: top-dose activity change, negative = inhibition, actives largely listed as inhibitors. actives 1% (n = 390,000). recombinant rTrxR1, NADPH fluorescence consumption, selenite substrate; further: potency means the concentration at half of the fitted maximal effect; on the % scale 0 is the no-effect control and ±100 the full control effect; nearly all actives have a fitted effect of over 65% in size
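Rat TrxR1 (90 nM in the dispensed reagent) was pre-reduced with 400 uM NADPH for 5 min at room temperature, then incubated with compound for 15 min. After 400 uM selenite was added, NADPH fluorescence (Ex 340/Em 450 nm) was followed for 8 min.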
LDHA block: inhibitors of human lactate dehydrogenase A | P00338 | purified LDHA, NADH/diaphorase-resazurin fluorescence; active compounds read low | activity change, % (values are at about 110 or 230 µM) | actives 0.15% (n = 480,000) | AID 1347041; in the data active means activity change below about -30%; inconclusive means mostly about -25% to -30%;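 further: plate controls were DMSO wells for no effect and wells without enzyme for full effect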
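Enzyme activity of human lactate dehydrogenase 5 (2 nM; 0.06 mM NADH, 0.2 mM pyruvate, 5 min, RT) is measured via a resazurin/diaphorase fluorescence readout of residual NADH.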
Vif-A3F inh: blocks the Vif interaction with APOBEC3F; actives 0.2% (n = 390,000); Potency, µM (highest dose often 46.1 µM), for inactives: top-dose activity, negative = active; HeLa A3F-eYFP + Vif (tagged APOBEC3F with the HIV-1 protein that degrades it), YFP fluorescence increase; further: potency means the concentration at half of the fitted maximal effect; % of control where 0% means no effect; nearly all actives have a fitted effect of over 65% in size
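HeLa cells stably expressing Vif plus C-terminally eYFP-tagged A3F were seeded, incubated overnight at 37 deg C, dosed with compound, incubated overnight again at 37 deg C. Yellow fluorescence (Ex 488/Em 500-530) reported blocked Vif-mediated A3F-eYFP degradation.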
Vif-A3G inh: blocks the Vif interaction with human APOBEC3G | actives 0.076% (n = 410,000) | HeLa A3G-eYFP + Vif (tagged APOBEC3G with the HIV-1 protein that degrades it), YFP fluorescence, overnight | Potency, µM (top dose mostly 46.1 µM), for inactives: at the top dose activity, negative = active, hits mostly inhibitors | Q9HC16 | AID 602310;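 further: potency means the concentration at half of the fitted maximal effect; on the % scale 0 is the no-effect control and ±100 the full control effect; nearly all actives have a fitted effect of over 60% in size; hits raise eYFP signal because A3G escapes Vif-driven loss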
Target sequence (Q9HC16 whole entry, looked up): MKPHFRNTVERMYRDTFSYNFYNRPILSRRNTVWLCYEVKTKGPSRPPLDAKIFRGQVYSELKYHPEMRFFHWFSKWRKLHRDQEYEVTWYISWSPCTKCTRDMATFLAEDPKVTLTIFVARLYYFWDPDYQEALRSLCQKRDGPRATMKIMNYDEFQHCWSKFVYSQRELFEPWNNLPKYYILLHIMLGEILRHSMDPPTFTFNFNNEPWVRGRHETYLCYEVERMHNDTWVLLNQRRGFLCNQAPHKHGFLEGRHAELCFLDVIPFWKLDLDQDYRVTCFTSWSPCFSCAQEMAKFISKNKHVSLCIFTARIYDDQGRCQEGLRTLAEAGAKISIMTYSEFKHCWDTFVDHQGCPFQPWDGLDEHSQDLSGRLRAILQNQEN
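HeLa cells stably expressing Vif and C-terminally eYFP-tagged A3G, seeded overnight at 37 deg C, then exposed to compound by pintool overnight at 37 deg C. Rise in yellow fluorescence (Ex 488/Em 500-530, Acumen) marks blocked Vif-driven A3G degradation.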
TrxR1 substrate: is turned over as a substrate by rat TrxR1. purified TrxR1 substrate turnover, NADPH consumption readout. actives 0.01% (n = 390,000). Potency, µM (doses to about 114 µM), inactives show at the top dose activity change, negative = substrate turnover. AID 588456. O89049; further: potency means the concentration at half of the fitted maximal effect; on the % scale 0 is the no-effect control and ±100 the full control effect; nearly all actives have a fitted effect of over 50% in size
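Rat TrxR1, dispensed at 90 nM, was prereduced with 400 uM NADPH (final) for 5 min at ~22 deg C, then incubated with compound 15 min before 400 uM selenite. A first-read NADPH fluorescence drop versus no-compound background flagged substrates.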
IDH1 R132H inh: human IDH1 R132H inhibition; actives 0.093% (n = 390,000); O75874; IDH1-R132H enzyme, NADPH consumption, diaphorase/resazurin fluorescence; Potency, µM (titrated, usually from 76.6 µM), without a hit: at the highest dose activity change, negative = inhibition, hits mostly inhibitors; AID 602179; further: potency means the concentration at half of the fitted maximal effect; on the % scale 0 is the no-effect control and ±100 the full control effect; nearly all actives have a fitted effect of over 65% in size
Target sequence (O75874 whole entry R132H, stated change not applied): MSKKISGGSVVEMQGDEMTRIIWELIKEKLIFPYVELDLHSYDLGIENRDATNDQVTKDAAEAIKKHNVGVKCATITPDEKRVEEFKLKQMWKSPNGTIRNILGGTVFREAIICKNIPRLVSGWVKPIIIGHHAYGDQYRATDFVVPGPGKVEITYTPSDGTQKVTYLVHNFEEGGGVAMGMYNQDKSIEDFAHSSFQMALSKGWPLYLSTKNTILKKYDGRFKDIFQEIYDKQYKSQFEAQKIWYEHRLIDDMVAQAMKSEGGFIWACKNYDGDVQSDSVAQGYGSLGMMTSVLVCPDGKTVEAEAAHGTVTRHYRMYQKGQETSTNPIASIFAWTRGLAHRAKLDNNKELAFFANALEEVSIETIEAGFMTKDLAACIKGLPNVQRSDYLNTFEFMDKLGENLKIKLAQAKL
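IDH1-R132H (0.5 ug/mL) preincubated 30 min with compound, then NADPH (0.016 mM) and alpha-KG (2 mM) added; 80 min at RT, pH 7.5. Remaining NADPH coupled via diaphorase/resazurin to fluorescence (540/590 nm); concentration-response curves normalized to no-enzyme control.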
Glioma ERSR ind: induces the endoplasmic reticulum stress response in human glioma cells. Potency, µM, inactives show at the highest dose activation, usual class: activators. U87-MG GRP78 promoter luciferase reporter, 16 h. actives 0.02% (n = 420,000); further: potency means the concentration at half of the fitted maximal effect; series mostly up to about 76 µM; % of control where 0% means no effect; nearly all actives have a fitted effect of over 35% in size
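ERSR induction read as luciferase luminescence (Bright-Glo, 10 min at room temperature) in stably transfected human U87-MG glioma cells exposed to compounds for 16 h, using GRP78 as sensor.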
USP1 inh: inhibitors of human USP1/UAF1 deubiquitinase. O94782. recombinant USP1/UAF1, Ub-Rhodamine cleavage fluorescence. Potency, µM (titrated, usually from 57.1 µM), without a hit: top-dose activity change, negative = inhibition, actives largely listed as inhibitors. actives 0.23% (n = 390,000). AID 743255; further: potency means the concentration at half of the fitted maximal effect; on the % scale 0 is the no-effect control and ±100 the full control effect; nearly all actives have a fitted effect of over 60% in size; inactives centre near -12
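Step one: compound is pinned into 1nM USP1/UAF1 in HEPES pH 7.8 buffer with TCEP. Step two: 15 min room-temperature incubation. Step three: Ub-Rho (150nM final) starts cleavage, tracked by fluorescence over six one-minute reads.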
RGS4 inhibitor: human RGS4 inhibition | AID 504845 | Transcreener GDP fluorescence polarization, RGS4-accelerated GTP hydrolysis | Potency, µM (doses to about 114 µM), without a hit: at the top dose activity change, negative = inhibition, actives largely listed as inhibitors | actives 0.039% (n = 390,000) | P49798; further: potency means the concentration at half of the fitted maximal effect; on the % scale 0 is the no-effect control and ±100 the full control effect; nearly all actives have a fitted effect of over 75% in size; some results filed as inactive show a strong effect at the top dose
Target sequence (P49798 whole entry, looked up): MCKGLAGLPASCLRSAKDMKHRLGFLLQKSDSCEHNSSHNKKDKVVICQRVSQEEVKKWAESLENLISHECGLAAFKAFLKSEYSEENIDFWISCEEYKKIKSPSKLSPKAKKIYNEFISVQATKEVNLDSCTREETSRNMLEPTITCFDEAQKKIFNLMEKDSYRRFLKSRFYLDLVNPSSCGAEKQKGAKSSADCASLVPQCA
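MLSMR compounds (23 nl, pin-transferred) preincubated 10 min at room temperature with a 500nM (2x) first reagent, then RGS4 at 900nM (2x) plus Transcreener GDP mix added; fluorescence polarization (620/688 nm) read before and after 90 min at 30 °C.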
The depositor's hits bear a star; ? = inconclusive; . = not tested or not shown; [ ] = dose if it differs, or a comment. Unless noted, the call rests on the fitted dose curve; in most records, active means well fitted curve in the direction sought with a large enough effect; inconclusive means small, poorly fitted or top-dose-only effect, or another doubt; inactive means no such curve, though single readings can be large; an effect the other way counts as inactive or inconclusive. Some of the compounds tested, so the mix of outcomes need not match the whole.

SMILES	TrxR1 inh	LDHA block	Vif-A3F inh	Vif-A3G inh	TrxR1 substrate	IDH1 R132H inh	Glioma ERSR ind	USP1 inh	RGS4 inhibitor
Cc1cccc(-n2c(SCC(=O)NC3CCCC3)nnc2-c2ccoc2C)c1	-13%	4	-6%	-4%	-9%	0%	-1%	-12%	17%
NC(=O)C(c1ccccc1)c1ccc(C(=O)c2ccccc2)cc1 (stereo unspecified)	6%[57.1 µM]	-5	3%	-1%	1%[57.1 µM]	-4%	-7%	-24%	2%
O=C(Cc1c[nH]c2ccccc12)OCCOC(=O)Cc1c[nH]c2ccccc12	-6%	-1	.	0%	-6%	2%	-2%	-18%	-24%
CCOC(=O)c1sc(=NC(=O)c2cccc(C)c2)n(C)c1C	29%[57.1 µM]	-10	-12%	0%	13%[57.1 µM]	-5%	1%	-18%	-24%
CCOc1cc(C2C(C(=O)c3ccco3)=C(O)C(=O)N2CC2CCCO2)ccc1O (stereo unspecified)	-2%	-2	10%	-1%	-6%	15%	-6%	-21%	11%
CCOC(=O)C1CCN(Cc2oc(CO)cc(=O)c2O)CC1	-3%	-3	3%	5%	0%	-2%	1%	-17%	-21%
CCCCC(=O)NS(=O)(=O)c1ccc(N=NN(CC)CC)cc1	-1%	-6	8%	-2%	-12%	-2%	-6%	-11%	-2%
Cc1ccc(CN2CC(C(=O)Nc3cc(S(C)(=O)=O)ccc3Cl)CC2=O)cc1 (stereo unspecified)	-6%	-5	-7%	4%	-7%	0%	-3%	-16%	-41%
Cc1nc(SCc2ccccc2)n[nH]1	21%	-8	0%	3%	-2%	-2%	0%	-11%	1%
CCc1ccc(CN(C)C(=O)C2CCC(=O)N(CC3CCCCC3)C2)cc1 (stereo unspecified)	0%	-5	?	-1%	-4%	2%	-2%	-15%	-16%
CCOC(=O)C1=NOC(Cn2cc(C(C)=O)c(=O)[nH]c2=O)C1 (stereo unspecified)	54%[activator]	1	3%	2%	22%	3%	-1%	-15%	-5%
COc1cccc(CNC(=O)COC(=O)C23CC4CC(CC(Cl)(C4)C2)C3)c1	17%	-2	0%	-4%	1%	6%	-4%	-22%	16%
CN(Cc1cc(=O)[nH]c2ccccc12)C(=O)c1ccccc1	13%	-10	3%	0%	-1%	-9%	6%	-2%	9%
NC(=O)C1(N2CCCCC2)CCN(S(=O)(=O)c2cc(Cl)ccc2Cl)CC1	17%[57.1 µM]	-3	0%	1%	11%[57.1 µM]	-15%	-3%	-9%	21%
CSc1nnnc2ccccc12	-4%[57.1 µM]	-7	2%	0%	5%[57.1 µM]	8%	-1%	-9%	8%
OCC(CO)c1cnnc2ccccc12	-2%[11.4 µM]	-4	8%	0%	-9%[57.1 µM]	4%	-4%	-17%	-13%
COC(=O)C1=C(C)NC(=O)/C1=C\c1cc(C)n(-c2ccccc2C)c1C	?	3	9%	2%	-7%[57.1 µM]	2%	0%	-8%	-14%
CCOc1ccc(N2CC(c3nc4ccccc4n3CCCCOc3ccc(OC)cc3)CC2=O)cc1 (stereo unspecified)	17%	-4	3%	0%	-2%	-13%	-1%	-35%	-25%
Cc1ccc(Nc2cc(=O)[nH]c(=O)[nH]2)cc1Cl	29%	-11	-9%	1%	1%	-7%	4%	-12%	-30%
CCc1ccc(-c2cn3c(n2)sc2cc(C(=O)NCCC4=CCCCC4)ccc23)cc1	8%	0	2%	-9%	2%	-20%	2%	-19%	17%

Only USP1 inh, for two of the compounds above:
structure | USP1 inh
Cc1nc(SCc2ccccc2)n[nH]1 | -11%
CCc1ccc(CN(C)C(=O)C2CCC(=O)N(CC3CCCCC3)C2)cc1 (stereo unspecified) | -15%

Compounds shown so far that contain four or more nitrogen atoms, in the order listed:
SMILES	TrxR1 inh	LDHA block	Vif-A3F inh	Vif-A3G inh	TrxR1 substrate	IDH1 R132H inh	Glioma ERSR ind	USP1 inh	RGS4 inhibitor
Cc1cccc(-n2c(SCC(=O)NC3CCCC3)nnc2-c2ccoc2C)c1	-13%	4	-6%	-4%	-9%	0%	-1%	-12%	17%
CCCCC(=O)NS(=O)(=O)c1ccc(N=NN(CC)CC)cc1	-1%	-6	8%	-2%	-12%	-2%	-6%	-11%	-2%

4 entries already listed, arranged by the number in Glioma ERSR ind, falling:
| SMILES | TrxR1 inh | LDHA block | TrxR1 substrate | Glioma ERSR ind | USP1 inh | RGS4 inhibitor |
| --- | --- | --- | --- | --- | --- | --- |
| CSc1nnnc2ccccc12 | -4%[57.1 µM] | -7 | 5%[57.1 µM] | -1% | -9% | 8% |
| O=C(Cc1c[nH]c2ccccc12)OCCOC(=O)Cc1c[nH]c2ccccc12 | -6% | -1 | -6% | -2% | -18% | -24% |
| Cc1ccc(CN2CC(C(=O)Nc3cc(S(C)(=O)=O)ccc3Cl)CC2=O)cc1 (stereo unspecified) | -6% | -5 | -7% | -3% | -16% | -41% |
| NC(=O)C(c1ccccc1)c1ccc(C(=O)c2ccccc2)cc1 (stereo unspecified) | 6%[57.1 µM] | -5 | 1%[57.1 µM] | -7% | -24% | 2% |

Next section.
SMILES	TrxR1 inh	LDHA block	Vif-A3F inh	Vif-A3G inh	TrxR1 substrate	IDH1 R132H inh	Glioma ERSR ind	USP1 inh	RGS4 inhibitor
CCCCSc1nc(O)c(C2OC(=O)c3c2ccc(OC)c3OC)c(=O)n1-c1ccccc1 (stereo unspecified)	-9%	-5	-5%	?	-2%	4%	7%	-25%	-35%
Cc1cc(C)cc(NC(=O)COC(=O)c2ccc3c(c2)OCCO3)c1	23%	-18	3%	1%	-1%	-16%	-6%	-11%	11%
CCN1CCN(S(=O)(=O)c2ccc(OC)c(NC(=O)c3ccccc3)c2)CC1	22%	-1	-19%	0%	11%	5%	-7%	-15%	-22%
Cc1cccc(C)c1-c1ccc(CN2C(CC(C)C)C(=O)N(Cc3cn(CC4CCCCC4)nn3)CCS2(=O)=O)cc1 (stereo unspecified)	28%	4	?	-28%	-2%	-9%	-3%	-12%	-5%
Cc1ccc(S(=O)(=O)CC(=O)Nc2ccc(S(=O)(=O)Nc3onc(C)c3C)cc2)cc1	11%	-9	-9%	0%	3%	-1%	-2%	-4%	-7%
COC(=O)c1ccc(Cn2cnc3ccccc3c2=O)cc1	15%	-7	-11%	0%	1%	-3%	-2%	-15%	-6%
O=C(O)c1cc(=O)[nH]c2ccc(S(=O)(=O)Nc3ccc(F)cc3)cc12	12%	1	4%	3%	-3%	7%	-5%	-18%	-24%
CCNC(=O)CSc1nnc(-c2ccccc2)n1-c1ccc(OCC)cc1	12%	-1	-15%	-8%	2%	9%	-4%	-14%	20%
COc1c(Br)cc(Br)cc1C(=O)Nc1ccccc1N1CCCC1	20%[57.1 µM]	-2	10%	1%	13%[57.1 µM]	-3%	-7%	-21%	-12%
COCCNCc1nc2sc(C)c(-c3ccccc3)c2c(=O)[nH]1	13%	-23	?	-4%	3%	3%	-3%	-18%	-9%
CC(=O)Nc1ccccc1OCC(=O)c1ccc2c(c1)OCO2	13%	12	0%	5%	4%	12%	16%	-10%	-10%
S=C(Nc1ccc(Cl)cc1Cl)NC1CCCCC1	-16%	-1	7%	-1%	-8%	12%	-3%	4%	0%
CCOc1ccc(OCC)c(NS(=O)(=O)c2cccc3nsnc23)c1	-11%	1	-3%	0%	-7%	4%	-5%	-13%	-4%
Cc1ccc(N2CC(c3nc4ccccc4n3C)CC2=O)cc1C (stereo unspecified)	1%[57.1 µM]	-2	-1%	0%	-3%[57.1 µM]	0%	-1%	-17%	-3%
COc1ccc(OC)c(Nc2cc(C)nc3ccccc23)c1	-6%	-9	2%	?	-4%	3%	-5%	-14%	-11%
CC(NC(=O)CCc1ccccc1)c1cc2c(cc1Cl)OCCO2 (stereo unspecified)	-13%	-4	-16%	-26%	-8%	3%	-2%	2%	-1%
O=C(Nc1ccc(F)c(Cl)c1)C1CC(=O)N(Cc2ccccc2)C1 (stereo unspecified)	-12%	-1	4%	2%	-10%	6%	-5%	-5%	-7%
COCCOC1CCN(C(=O)c2cc(COc3ccc(F)cc3F)on2)CC1	3%	-3	-1%	-3%	-6%	7%	1%	-16%	-25%
Cc1cccc(OCC(=O)NCC(=O)N/N=C/c2c(C)[nH]c3ccccc23)c1	-4%	-7	-22%	3%	-10%	21%	1%	-12%	0%
COc1ccc(-c2ccc(CCC(=O)O)n2CC(=O)Nc2cccc(OC)c2)cc1	-32%	0	-3%	-6%	1%	7%	-1%	-17%	-30%
CCn1ccnc1CN1CCCC(CO)(Cc2cccc(OC)c2)C1 (stereo unspecified)	18%[57.1 µM]	-3	1%	0%	-10%	13%	0%	-5%	-5%
Cc1cc(Nc2cccc(Cl)n2)n(-c2ccccc2)n1	5%	-3	6%	-2%	-3%	8%	-5%	1%	-3%
